Screening data: PubChem BioAssay, National Center for Advancing Translational Sciences (NCATS)
EPAC2 agonist: activates human EPAC2 exchange factor | Q8WZA2 | Potency, µM (doses to about 154 µM), without a hit: at the top dose activation, actives largely listed as activators | EPAC2 activation, biochemical qHTS; response scale: 100% = 6.5 mM cAMP response | 360,000 compounds, 0.079% hits; further: potency means the concentration at half of the fitted maximal effect; nearly all actives have a fitted effect of over 50% in size
Target sequence (Q8WZA2 whole entry, looked up): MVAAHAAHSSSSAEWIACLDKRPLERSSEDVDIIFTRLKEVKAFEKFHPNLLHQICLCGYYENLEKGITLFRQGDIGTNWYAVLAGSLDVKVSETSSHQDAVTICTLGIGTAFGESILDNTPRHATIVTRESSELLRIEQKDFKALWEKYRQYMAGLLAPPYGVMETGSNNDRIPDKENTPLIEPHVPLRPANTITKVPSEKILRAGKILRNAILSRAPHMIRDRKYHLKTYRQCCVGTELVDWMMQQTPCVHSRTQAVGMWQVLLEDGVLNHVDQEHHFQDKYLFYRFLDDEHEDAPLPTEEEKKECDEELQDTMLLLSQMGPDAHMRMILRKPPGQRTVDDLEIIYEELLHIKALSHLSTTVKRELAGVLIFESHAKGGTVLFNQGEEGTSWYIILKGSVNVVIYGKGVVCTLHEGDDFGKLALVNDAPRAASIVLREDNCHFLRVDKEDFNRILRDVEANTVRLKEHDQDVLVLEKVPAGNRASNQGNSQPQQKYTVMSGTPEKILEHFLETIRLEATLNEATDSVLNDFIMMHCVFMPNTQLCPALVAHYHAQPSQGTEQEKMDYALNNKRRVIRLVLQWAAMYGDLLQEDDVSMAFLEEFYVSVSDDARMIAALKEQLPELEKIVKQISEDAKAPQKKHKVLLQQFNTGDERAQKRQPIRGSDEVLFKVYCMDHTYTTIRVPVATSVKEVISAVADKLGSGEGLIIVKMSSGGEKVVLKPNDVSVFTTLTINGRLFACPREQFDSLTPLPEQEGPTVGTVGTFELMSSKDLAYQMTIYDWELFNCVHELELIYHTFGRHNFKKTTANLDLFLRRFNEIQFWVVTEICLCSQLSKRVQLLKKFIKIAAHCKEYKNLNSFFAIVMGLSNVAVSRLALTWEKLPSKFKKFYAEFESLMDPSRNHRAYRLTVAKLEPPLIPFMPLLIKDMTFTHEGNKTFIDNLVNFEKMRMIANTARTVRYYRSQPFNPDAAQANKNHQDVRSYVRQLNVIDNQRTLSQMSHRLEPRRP
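Fluorescence exchange assay: 100 nM EPAC2 with 250 nM RAP1B-BODIPY-GDP and 50 uM GDP; compounds tested as a concentration-titration series (qHTS). Loss of Rap1-bound BODIPY-GDP fluorescence read at 480/540 nm; data normalized to 6.5 mM cAMP.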
EPAC2 antag: antagonists of human EPAC2; Q8WZA2; EPAC2 GEF exchange of Rap1B-BODIPY-GDP, fluorescence; Potency, µM (top dose mostly 114 µM), without a hit: at the top dose activity, negative = inhibition, usual class: inhibitors; 360,000 compounds, 0.18% hits; further: potency means the concentration at half of the fitted maximal effect; on the % scale 0 is the no-effect control and ±100 the full control effect; nearly all actives have a fitted effect of over 45% in size; many of its hits are not listed in these tables
pAkt inh: blocks phosphorylation of Akt | Neuro2A IGF-stimulated pAkt S473 HTRF, 20 min; active compounds read low | AID 651550 | 360,000 compounds, 0.32% hits | activity change, % for hits at 50 µM; in the data active means activity change below about -80%; inconclusive means mostly about -51% to -80%; further: on the % scale 0 is the no-effect control and ±100 the full control effect
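Neuro2A cells (4,500/well, DMEM with 0.5% FBS) were treated with compound at a single 50 µM final concentration, stimulated with 6 nM IGF for 20 min at 37 °C, and lysed. Phospho-Akt Ser473 was read by HTRF as 665/615 ratio ×10^4.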
TGFb SMAD3 inh: TGF-b pathway inhibition | HepG2 CAGA-GFP TGF-b/SMAD3 reporter, GFP fluorescence, 18 h; TGF-beta stimulated, 500 pg/mL final | Potency, µM (highest dose often 46.1 µM), for inactives: at the highest dose activity, negative = inhibition, most hits filed as inhibitors | 410,000 compounds, 1.2% hits | AID 588855; further: potency means the concentration at half of the fitted maximal effect; on the % scale 0 is the no-effect control and ±100 the full control effect; nearly all actives have a fitted effect of over 65% in size
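HEPG2 CAGA-GFP cells (1000/well, DMEM with 1% FBS) were pre-incubated 2 h at 37 degrees C, given compound by pin tool, then stimulated with TGF-beta at 500 pg/mL final for 18 h before per-cell GFP fluorescence imaging.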
MmCpn inh: blocks the Methanococcus maripaludis chaperonin Mm-Cpn | purified Mm-Cpn ATPase, ADP Transcreener TR-FRET | Potency, µM (top dose mostly 76.9 µM), for inactives: at the highest dose activity, negative = inhibition, most hits filed as inhibitors | 330,000 compounds, 0.031% hits; further: potency means the concentration at half of the fitted maximal effect; on the % scale 0 is the no-effect control and ±100 the full control effect; nearly all actives have a fitted effect of over 80% in size
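Reaction buffer contained 30 mM Tris pH 7.4, 100 mM KCl, 5 mM MgCl2 and 1 mM DTT. Mm-CPN (25 nM final) hydrolysed 10 uM ATP over 30 min at 37°C; ADP was read by HTRF.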
Nrf2 activator: activates Nrf2 signaling; Potency, µM (doses to about 46.1 µM), inactives show top-dose activation, hits mostly activators; 410,000 compounds, 0.31% hits; AREc32 ARE-luciferase reporter (MCF7-derived line), luminescence, 24 h; AID 624171; further: potency means the concentration at half of the fitted maximal effect; % of control where 0% means no effect; nearly all actives have a fitted effect of over 65% in size
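AREc32 cells carrying an ARE-driven firefly luciferase reporter were seeded at 1000 cells/well in OPTI-MEM with 5% FBS, then exposed to compound for 24 hr at 37 deg C. Luminescence was read with Steady-Glo after 30 min at RT.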
A549 tox: kills or reduces viability of A549 cells in Nrf2 counter-screen. A549 ARE-Fluc cells, CellTiter-Fluor viability, 18-24 h. Potency, µM (titrated, usually from 46 µM), inactives show top-dose activity change, negative = cytotoxicity, most hits filed as inhibitors. 390,000 compounds, 0.16% hits. AID 504648; further: potency means the concentration at half of the fitted maximal effect; on the % scale 0 is the no-effect control and ±100 the full control effect
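Cytotoxicity counterscreen: CellTiter-Fluor fluorescence was measured in A549 ARE_Fluc cells after 18-24 h of compound exposure in a concentration series. The subsequent BugLite luminescent read reports ARE-luciferase activity.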
Nrf2 inh: inhibitors of Nrf2 signaling; A549 ARE-Fluc reporter, luciferase luminescence, 18-24 h; Potency, µM (titrated, usually from 46 µM), for inactives: top-dose activity change, negative = inhibition, actives largely listed as inhibitors; 360,000 compounds, 2.1% hits; further: potency means the concentration at half of the fitted maximal effect; on the % scale 0 is the no-effect control and ±100 the full control effect; nearly all actives have a fitted effect of over 60% in size
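Nrf2 function is reported as luminescence of an ARE-controlled luciferase in A549 cells. Compounds were tested at several concentrations, and a CellTiter-Fluor read on the same wells flagged cytotoxicity.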
CCT chaperon mod: cytosolic chaperonin activity modulation; purified chaperonin ATPase assay, HTRF ADP detection, 30 min; activity change, % (test concentration not listed), hits read low; 360,000 compounds, 0.3% hits; AID 651819; in the data active means activity change below about -30%; further: on the % scale 0 is the no-effect control and ±100 the full control effect
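We incubate TRiC, 40 or 20 nM final, with library compounds at 76 uM and 10 uM ATP for 30 min at 37 °C. ADP formed is detected with Transcreener HTRF reagents after 30 min at room temperature.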
* = called active by the depositor; i = inactive; ? = inconclusive; nt = no result given; [ ] = remark or other dose. Unless noted, the call rests on the fitted dose curve; in most records, active means well fitted curve in the direction sought with a large enough effect; inconclusive means small, poorly fitted or top-dose-only effect, or another doubt; inactive means no such curve, though single readings can be large; an effect the other way counts as inactive or inconclusive.

SMILES	EPAC2 agonist	EPAC2 antag	pAkt inh	TGFb SMAD3 inh	MmCpn inh	Nrf2 activator	A549 tox	Nrf2 inh	CCT chaperon mod
CCCCNC(=O)C(=O)N/N=C/c1ccc(OCC(=O)Nc2cccc(OC)c2)c(OC)c1	-19%	9%	i	15%	-5%	-0.3%	-13%	-14%	-1.9
CCOc1ccc2c(c1)n([O-])c1c([n+]2=O)CCCC1	-1%	-2%	i	-3%	-1%	0.2%	-12%	14%	-1.0
COC(=O)c1c(NC(=O)c2nc3ccccc3s2)sc2c1CC(C)(C)NC2(C)C	0%	3%	i	-13%	-6%	-0.1%	0%	-3%	-2.0
Cc1nn(CCC(=O)NC(C)C)c(=O)c2nn(-c3ccccc3)c(C)c12	nt	nt	nt	14%	nt	-1.1%	11%	-13%	nt
O=C(Cn1ncc2c3ccccc3n(Cc3cccc(Cl)c3)c2c1=O)NCc1cccs1	nt	nt	nt	9%	nt	0.0%	6%	6%	nt
Cc1cc2n(n1)CCC(=O)N2Cc1ccc(C(=O)Nc2cccc(C(F)(F)F)c2)cc1	nt	nt	nt	-19%	nt	5.1%	-11%	?	nt
CN1OC[C@@H]2CN3C(=O)N(c4cccc5ccccc45)c4ccccc4[C@@H]3C[C@@H]21	-1%	-19%	i	-4%	nt	0.2%	nt	nt	-1.5
c1ccc(CCN2CCN=C2Nc2ccccc2)cc1	-8%	7%	i	-26%	2%	0.3%	0%	20%	-0.3
Cc1ccc(S(=O)(=O)n2nc(-c3ccc(Cl)cc3)nc2NCc2ccccc2)cc1	nt	nt	nt	0%	nt	-1.7%	1%	12%	nt
CN(C)S(=O)(=O)N1CCN(CC(O)COc2ccc3cc(Br)ccc3c2)CC1 (stereo not drawn)	-1%	-2%	i	-32%	-6%	2.9%	-6%	nt	0.4
O=C1c2ccccc2[C@@H]2C[C@@H](O)[C@H](Nc3ccccc3-c3ccccc3)CCN12	-3%	-22%	i	1%	6%	0.4%	0%	10%	0.2
CCCN(CCC)Cc1cc(=O)oc2cc3c(cc12)CCC3	15%	?	i	8%	-1%	-0.7%	4%	-8%	1.0
CC[C@@]1(C(=O)OC)N[C@H](CN(C)C(=O)COc2ccccc2)[C@@H]2C(=O)N(Cc3ccccc3)C(=O)[C@@H]21	3%	-13%	i	0%	0%	3.7%	2%	-1%	-1.3
COc1ccc(CCn2c(C)cc(C(=O)CSc3nc(N)cc(=O)[nH]3)c2C)cc1	-2%	1%	i	-11%	-3%	0.9%	-5%[1.84 µM]	18µM*	-2.7
O=C1Nc2c(c(=O)[nH]c(=O)n2Cc2ccccc2)C1(NS(=O)(=O)c1ccccc1)C(F)(F)F (stereo not drawn)	0%	7%	i	2%	2%	-0.5%[9.22 µM]	3%	11%	-1.2
COc1cc(/C=C/c2[nH]c(=O)[nH]c(=O)c2[N+](=O)[O-])cc(OC)c1O	2%	10%	i	17%	-8%	0.2%	?	0%	0.9
Cc1ccc(NC(=S)Nc2ccc3[nH]c(=O)[nH]c3c2)cc1C	5%	3%	i	?	-1%	0.4%	-2%	5%	-1.7
CCOC(=O)c1c(C)[nH]c(C(=O)OCC(=O)c2ccccc2)c1C	8%	-4%	i	-19%	-1%	0.5%	-12%	?	-2.9
O=C(C1CCC(=O)N(C2CC2)C1)N1CCN(c2cccc(Cl)c2)CC1 (stereo not drawn)	0%	4%	i	1%	2%	-0.5%	-7%	-7%	-3.3
CCOC(=O)c1ccc(NC(=O)c2sc3ccccc3c2Cl)cc1	nt	nt	nt	7%	nt	6.1%	-5%	?	nt
CC(C(=O)Nc1ccc(Br)cc1)N(C)CC(=O)NCc1ccco1 (stereo not drawn)	1%	-3%	i	-10%	-3%	5.3%	-1%	-4%	-1.7
O=C(COc1ccc2c(c1)CCC2)N1CCN(c2ccc(F)cc2)CC1	-7%	-4%	i	-1%	1%	-0.4%	2%	2%	0.1
O=c1[nH]c2cc(Cl)c(Br)cc2o1	14%	-2%	i	-21%	nt	0.4%	-1%	-12%	-3.1
O=C(C[n+]1ccc2ccccc2c1)c1ccc2ccc3ccccc3c2c1	3%	20%	i	nt	nt	23%	nt	nt	0.2
O=C(CSc1nnc(-c2ccncc2)n1Cc1ccco1)Nc1ccccc1Cl	5%	-12%	i	5%	-4%	0.4%	-9%	-1%	-0.4

The list goes on.
SMILES	EPAC2 agonist	EPAC2 antag	pAkt inh	TGFb SMAD3 inh	MmCpn inh	Nrf2 activator	A549 tox	Nrf2 inh	CCT chaperon mod
Cc1cccc(NC(=O)c2ccc(S(=O)(=O)NCc3ccco3)cc2)n1	4%	6%	i	2%	-12%	9.1%	0%	-23%	-3.9
COC(=O)c1ccc(NC(=O)c2ccc(OC(C)=O)c(OC)c2)cc1	-3%	3%	i	0%	-6%	-0.6%	1%	-3%	-3.4
CCOC(=O)C1=CN(Cc2ccco2)S(=O)(=O)NC1CC (stereo not drawn)	5%	-16%	i	-1%	-1%	6.4%	19%	1%	-1.4
O=[N+]([O-])c1ccc(N2CCN(S(=O)(=O)c3ccccc3)CC2)cc1NCCN1CCOCC1	1%	1%	i	?	-1%	2.1%	-5%	4%	2.3
CCC(NC(=O)Nc1cc(C)on1)(C(F)(F)F)C(F)(F)F	-5%	2%	i	?	-1%	-0.2%	1%	4%	0.9
C[C@@H](C(=O)OCC(=O)NCCc1ccc(S(N)(=O)=O)cc1)N1C(=O)C2CCCCC2C1=O (stereo partly drawn)	-9%	-2%	i	-1%	2%	0.0%	-2%	8%	-0.1
Cc1ccc(CSC2=NCCN2C(=O)c2ccco2)cc1	6%	-25%	i	9%	0%	3.7%	1%	1%	1.2
O=C(NC1CCCCC1)c1ccc2c(c1)N(Cc1ccc(Cl)cc1)C(=O)c1ccccc1S2=O (stereo not drawn)	nt	nt	nt	?	nt	0.5%	-11%	-5%	nt
CC(C)C[C@H](NC(=O)C1CC(=O)N(c2ccc3c(c2)OCO3)C1)C(=O)NC1CCCCC1 (stereo partly drawn)	0%	0%	i	2%	0%	-0.2%	0%	13%	-1.9
Cc1cc(NC(=O)c2oc3c(c2C)-c2[nH]ncc2CC3)ccc1Br	nt	nt	nt	?	nt	8.5%	2%	?	nt
O=C(COC(=O)c1cccc(S(=O)(=O)N2CCOCC2)c1)Nc1nc(-c2ccccc2Cl)cs1	-1%	2%	i	-7%	1%	4.2%	-15%	10%	-0.6
Cc1ccc(NS(=O)(=O)c2cccc(C(=O)NCc3ccccn3)c2)cc1	-1%	-2%	i	-4%	0%	-0.5%	0%	?	0.4
C[C@@H]1CN([C@@H](C)CO)S(=O)(=O)c2ccc(-c3ccc(C#N)cc3)cc2O[C@@H]1CN(C)Cc1ccccn1	4%	-2%	i	1%	nt	-0.2%	nt	nt	-0.9
CN(CC(=O)Nc1cccc(F)c1)C(=O)/C=C/c1cn(Cc2ccccc2)nc1-c1cccnc1	3%	4%	i	-24%	-8%	3.8%	-1%	-15%	-2.6
Fc1cccc(Cc2c(-c3ccc(Cl)cc3)nc3ccc(Cl)cn23)c1	-14%	?	i	-5%	nt	3.6%	nt	nt	1.4
C=CCc1ccc(OCCOCCN(C)C)c(OC)c1	-2%	9%	i	?	-3%	0.3%	-8%	2%	1.6
COc1ccc(NC(=O)Cn2cnc3c(cnn3C(C)(C)C)c2=O)cc1OC	4%	-7%	i	2%	0%	0.2%	-9%	-22%	1.7
Cc1cc2ccccc2n2c(SCC(=O)NCc3cccs3)nnc12	-2%	2%	i	8%	-1%	0.2%	-3%	?	-3.2
COc1ccc(C2=NN(C(=O)c3cccs3)C(O)(C(F)(F)F)C2)cc1 (stereo not drawn)	10%	-15%	i	?	-2%	4.1%	-5%	31%	-1.7
CC(=O)Nc1ccc(S(=O)(=O)Oc2ccc(C(=S)N3CCC(O)CC3)cc2)cc1	2%	5%	i	-2%	1%	3.2%	0%	?	-1.6
COC(=O)/C(=C1/Oc2cc3c(cc2S1)OCO3)C(F)(F)F	5%	6%	i	-24%	2%	2.2%	3%	5%	1.4
CCc1nnc(NC(=O)CSc2nnc(-c3ccccc3OC)n2-c2ccc(C)cc2)s1	-7%	1%	i	15%	-2%	0.2%	?	?	-1.2
COCCNC(=O)c1c(CSc2ccc(F)cc2)noc1C(=O)NCc1ccccc1	7%	-22%	i	0%	1%	3.9%	11%	-5%	0.8
O=C(CSc1nccc(=O)[nH]1)N1CCCc2ccccc21	5%	10%	i	-4%	0%	-0.2%	8%	10%	-4.3
CC1CCCCC1NC(=O)CCCCn1c(=O)[nH]c2ccsc2c1=O (stereo not drawn)	8%	3%	i	49%[activator]	0%	0.2%	2%	-6%	-1.8
CCCCC(=O)Nc1cccc(NC(=O)c2cccc(Br)c2)c1	9%	-6%	i	-6%	1%	-0.5%	-8%	?	-2.2

Structural class, the entries above with a nitro group on carbon
SMILES	EPAC2 agonist	EPAC2 antag	pAkt inh	TGFb SMAD3 inh	MmCpn inh	Nrf2 activator	A549 tox	Nrf2 inh	CCT chaperon mod
COc1cc(/C=C/c2[nH]c(=O)[nH]c(=O)c2[N+](=O)[O-])cc(OC)c1O	2%	10%	i	17%	-8%	0.2%	?	0%	0.9
O=[N+]([O-])c1ccc(N2CCN(S(=O)(=O)c3ccccc3)CC2)cc1NCCN1CCOCC1	1%	1%	i	?	-1%	2.1%	-5%	4%	2.3

An excerpt. The share of hits here may be higher or lower than overall.
